Assay outcomes as filed in PubChem BioAssay.
TDP43 rescue = qHTS of TDP-43 Inhibitors | Potency, µM (top dose mostly 46.1 µM), for the others: top-dose growth rescue (activation), usual class: activators | AID 652104, 2013 | 1.8% of 410,000 active | TDP-43 expressing yeast growth rescue, BacTiter-Glo, 24 h; further: % of control where 0% means no effect; nearly all actives have a fitted effect of over 50% in size
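Yeast expressing TDP-43 (pregrown in raffinose, seeded at OD600=0.02 in galactose medium) exposed to compounds 24 hr at 30 deg C. Growth read by BacTiter-Glo luminescence; rescue of toxicity appears as increased signal.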
EPAC1 ag = qHTS for Agonist of cAMP-regulated guanine nucleotide exchange factor 3 (EPAC1): primary screen. EPAC1 agonist qHTS, biochemical assay; response scale: 100% = response to 6.5 mM cAMP. Potency, µM (highest dose often 154 µM), for the others: top-dose activation, most hits filed as activators. 0.073% of 360,000 active. AID 720707, 2013; further: nearly all actives have a fitted effect of over 60% in size
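Normalized to 6.5 mM cAMP, activity reflects EPAC1-catalysed release of BODIPY-GDP from Rap1B, followed kinetically over 30 min at 480 nm excitation, 540 nm emission. Reaction contained 100 nM EPAC1, 250 nM Rap1B-BODIPY-GDP, 50 uM GDP.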
aSyn rescue = qHTS of alpha-syn Inhibitors; Potency, µM (highest dose often 46.1 µM), inactives show at the highest dose growth rescue (activation), actives largely listed as activators; 0.14% of 370,000 active; Yeast expressing alpha-synuclein, growth rescue, BacTiter-Glo, 24 h; AID 652106, 2013; further: % of control where 0% means no effect; nearly all actives have a fitted effect of over 65% in size
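Galactose-induced alpha-syn yeast (OD600=0.02, raffinose-pregrown) + pinned cpd, 24 hr, 30 deg C; growth by BacTiter-Glo luminescence. Growth restoration scores as activation.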
FUS suppressor = qHTS for Suppressors of FUS Proteinopathy: Primary screen using FUS-linked yeast assay. 0.24% of 390,000 active. AID 1347120, 2019. Potency, µM (series often up to 76.6 µM), without a hit: top-dose growth rescue (activation), usual class: activators. S. cerevisiae FUS-expressing, growth rescue, OD600, 24 h;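 further: plate controls were DMSO vehicle for no effect and reference control for full effect; nearly all actives have a fitted effect of over 55% in size; some results filed as inactive show a strong effect at the top dose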
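Absorbance at 600 nm, taken 24hr after compound addition, measured rescue of FUS-yeast growth at 30C. Induction used 2% galactose with seeding at OD 0.005. Controls: CP55940 from 92uM final, DMSO only.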
EPAC2 antag = qHTS for Antagonist of cAMP-regulated guanine nucleotide exchange factor 2 (EPAC2): primary screen; Rap guanine nucleotide exchange factor 4 (Homo sapiens), Q8WZA2; EPAC2 GEF exchange of Rap1B-BODIPY-GDP, fluorescence; Potency, µM (highest dose often 114 µM), without a hit: top-dose activity, negative = inhibition, usual class: inhibitors; 0.18% of 360,000 active; further: on the % scale 0 is the no-effect control and ±100 the full control effect; nearly all actives have a fitted effect of over 45% in size; many of its hits are not listed in these tables
PTHR1 agonist = qHTS for PTHR1 Agonists: Primary Screen; AID 743266, 2014; 0.075% of 410,000 active; HEK293 GP2 PTHR1 cells, GloSensor cAMP luminescence, 1 h; Potency, µM (top dose mostly 115 µM), for the others: at the highest dose activation, most hits filed as activators; Parathyroid hormone/parathyroid hormone-related peptide receptor (Homo sapiens), Q03431; further: nearly all actives have a fitted effect of over 55% in size; some results filed as inactive show a strong effect at the top dose; inactives centre near -15; many of its hits are not listed in these tables
Target sequence (Q03431 whole entry, looked up): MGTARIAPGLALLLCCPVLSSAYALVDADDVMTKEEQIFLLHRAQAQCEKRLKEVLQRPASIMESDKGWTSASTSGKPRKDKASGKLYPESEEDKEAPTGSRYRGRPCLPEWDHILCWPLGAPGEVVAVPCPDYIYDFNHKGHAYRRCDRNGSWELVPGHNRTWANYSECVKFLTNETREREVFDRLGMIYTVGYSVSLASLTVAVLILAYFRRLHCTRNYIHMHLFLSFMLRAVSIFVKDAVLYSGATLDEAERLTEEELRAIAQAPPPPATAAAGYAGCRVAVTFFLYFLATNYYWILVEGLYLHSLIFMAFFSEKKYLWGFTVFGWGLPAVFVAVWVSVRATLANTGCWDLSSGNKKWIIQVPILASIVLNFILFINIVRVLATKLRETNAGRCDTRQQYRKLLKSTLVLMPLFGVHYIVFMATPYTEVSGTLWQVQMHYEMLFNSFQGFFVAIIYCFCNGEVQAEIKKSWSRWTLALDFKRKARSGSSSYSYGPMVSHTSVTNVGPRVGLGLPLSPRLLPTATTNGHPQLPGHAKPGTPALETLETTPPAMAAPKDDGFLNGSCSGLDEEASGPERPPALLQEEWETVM
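HEK-293-derived GP2 cells expressing PTHR1 and a GloSensor cAMP reporter, 3,000/well, plated overnight, given luciferin plus IBMX (each 0.5 mM as added) for 1 h at 37 °C, then compound for 1 h at 37 °C. Luminescence was read after 15 min at room temperature.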
EPAC1 antagonist = qHTS for Antagonist of cAMP-regulated guanine nucleotide exchange factor 3 (EPAC1): primary screen; Rap guanine nucleotide exchange factor 3 (Homo sapiens), O95398; EPAC1 GEF assay, Rap1b-BODIPY-GDP exchange fluorescence; Potency, µM (series often up to 115 µM), without a hit: at the top dose activity change, negative = inhibition, actives largely listed as inhibitors; 0.14% of 360,000 active; AID 720709, 2013;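 further: plate controls were vehicle for no effect and positive control for full effect; nearly all actives have a fitted effect of over 50% in size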
EPAC2 agonist = qHTS for Agonist of cAMP-regulated guanine nucleotide exchange factor 4 (EPAC2): primary screen | Rap guanine nucleotide exchange factor 4 (Homo sapiens), Q8WZA2 | EPAC2 activation, biochemical qHTS; response scale: 100% = 6.5 mM cAMP response | 0.079% of 360,000 active | Potency, µM (top dose mostly 154 µM), without a hit: top-dose activation, actives largely listed as activators | AID 720711, 2013; further: nearly all actives have a fitted effect of over 50% in size
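Exchange assay: 100 nM EPAC2 with 250 nM Rap1B-BODIPY-GDP and 50 uM GDP. Fluorescence (ex 480/em 540 nm) read every 5 min for 30 min at room temperature. Data normalized to 6.5 mM cAMP as agonist control.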
Numbers without * were called inactive; i = inactive; ? = inconclusive; . = not tested or not shown; & = joins results of further samples; [ ] = remark or other dose. The call rests on the fitted dose curve; in most records, active means well fitted curve in the direction sought with a large enough effect; inconclusive means small, poorly fitted or top-dose-only effect, or another doubt; inactive means no such curve, though single readings can be large; an effect the other way counts as inactive or inconclusive. Potency means the concentration at half of the fitted maximal effect. A portion of the library; rates above refer to the full screens.

1: Cc1ccc(C(=O)NCCC(=O)N2CCCC2)cc1
2: Cc1cc(NC(=O)CSc2nnnn2-c2ccccc2F)no1
3: Cc1ccc(C(=O)CSc2nnc(CNc3ccc(C)cc3C)n2Cc2ccco2)cc1
4: CC1=C(C(=O)OC2CCCCC2)C(c2cccc([N+](=O)[O-])c2)NC(=O)N1 (configuration not stated)
5: CCOC(=O)C1=C(COC(=O)Cc2ccccc2F)NC(=O)NC1C (configuration not stated)
6: O=C(NNC(=S)Nc1ccc(Br)cc1)c1cccnc1
7: NC(=O)CSc1nc(C2CC2)nc2sc3c(c12)CCCC3
8: CC(CNC(=O)C(=O)NC(C)CCc1ccccc1)Cc1ccccc1 (configuration not stated)
Screen / compound no. | 1 | 2 | 3 | 4 | 5 | 6 | 7 | 8
TDP43 rescue | -3% | 4% | -3% | -3% | -8% | -2% | 14% | -10%
EPAC1 ag | -4% | 10% | 3% | 6% | -4% | -1% | 4% | 5%
aSyn rescue | 8% | 0% | 21% | ? | -6% | 6% | 0% | -2%
FUS suppressor | -15% | -4% | ? | 3% | -3% | 16% | -30% | -3%
EPAC2 antag | 4% | 1% | -17% | -27% | 21% | -3% | 7% | 5%
PTHR1 agonist | -63%[inhibitor] | -7% | i | -35%[inhibitor] | 27% | -26% | -32% | -5%[57.5 µM]
EPAC1 antagonist | -29% | 7% | -9% | -1% | 5% | 2% | -14% | -2%
EPAC2 agonist | 9% | 1% | 16% | 2% | 18% | 1% | 8% | -7%

9: Cc1ccc(-c2nc(CSCC(=O)N3CCCC3)c(C)o2)cc1
10: CC(=O)NC(Cc1c[nH]c2ccccc12)C(=O)N1CCN(S(=O)(=O)c2ccccc2)CC1 (configuration not stated)
11: CCOC(=O)Cn1c(=O)n(C2CCCCC2)c2nc(-c3ccc(OC)cc3)nc(C(N)=O)c21
12: O=C(NCCS(=O)(=O)NCc1ccccc1Cl)c1ccc2c(c1)OCO2
13: CCOc1ccc(NC(=O)Nc2cnccn2)cc1
14: CC(C)(C)n1nnnc1C(c1ccc(Cl)cc1)N1CCSCC1 (configuration not stated)
15: CC(C)C(NS(=O)(=O)c1ccc2c(c1)oc(=O)n2C)C(=O)N1CCN(C2CCCCC2)CC1 (configuration not stated)
16: O=C(Nc1ccc(Oc2ccccc2)cc1)c1csc([C@H]2C[C@H](O)[C@@H](CO)O2)n1
Screen / compound no. | 9 | 10 | 11 | 12 | 13 | 14 | 15 | 16
TDP43 rescue | ? | 0% | 1% | -20% | -16% | -16% | 24% | 5%
EPAC1 ag | -4% | -1% | . | -3% | -7% | 14% | 5% | -6%
aSyn rescue | . | -2% | 0% | -2% | -2% | -2% | 4% | 7%
FUS suppressor | 10% | . | -15% | -8% | 8% | -12% | -4% | 9%
EPAC2 antag | 8% | 6% | . | 9% | 17% | 6% | 7% | -15%
PTHR1 agonist | -37%[inhibitor] | i | 5% | i | i | i | -17% | -77%[inhibitor]
EPAC1 antagonist | 13% | 11% | . | -1% | 5% | -5% | 1% | -7%
EPAC2 agonist | 1% | -2% | . | 1% | 6% | 20% | 4% | 12%

Looked up one by one from the entries so far:
12: O=C(NCCS(=O)(=O)NCc1ccccc1Cl)c1ccc2c(c1)OCO2
6: O=C(NNC(=S)Nc1ccc(Br)cc1)c1cccnc1
14: CC(C)(C)n1nnnc1C(c1ccc(Cl)cc1)N1CCSCC1 (configuration not stated)
2: Cc1cc(NC(=O)CSc2nnnn2-c2ccccc2F)no1
Screen / compound no. | 12 | 6 | 14 | 2
TDP43 rescue | -20% | -2% | -16% | 4%
EPAC1 ag | -3% | -1% | 14% | 10%
aSyn rescue | -2% | 6% | -2% | 0%
FUS suppressor | -8% | 16% | -12% | -4%
EPAC2 antag | 9% | -3% | 6% | 1%
PTHR1 agonist | i | -26% | i | -7%
EPAC1 antagonist | -1% | 2% | -5% | 7%
EPAC2 agonist | 1% | 1% | 20% | 1%

(further entries)
17: O=C(O)CNS(=O)(=O)c1ccc2c3c(cccc13)C(=O)N2
18: Cc1nc2ccc(S(=O)(=O)NCC(=O)N(C)Cc3ccccc3)cc2s1
19: COc1ccccc1N(C)S(=O)(=O)c1ccc(C(=O)NNC(=O)c2ccccc2O)cc1
20: CC(OC(=O)c1oc2ccccc2c1COc1ccccc1)C(N)=O (configuration not stated)
21: O=C(CCn1nc(-c2ccc(Cl)cc2)ccc1=O)NCCc1ccccc1
22: Cc1cc(N2CCC(C(=O)N3CCN(c4cccc(C)c4C)CC3)CC2)n2ncnc2n1
23: CN1CCSc2ccc(C(=O)NCc3cccc(Br)c3)cc21
24: CCN1CCn2c3c(c4cc(C)ccc42)CCCC31 (configuration not stated)
Screen / compound no. | 17 | 18 | 19 | 20 | 21 | 22 | 23 | 24
TDP43 rescue | -5% | -9% | 23% | 14% | 4% | -9% | 16µM* | 1%
EPAC1 ag | 6% | 0% | -7% | 2% | . | 5% | 2% | -3%
aSyn rescue | -1% | 6% | -4% | 0% | 3% | 0% | 5% | -1%
FUS suppressor | 35% | -3% | 36% | -10% | 5% | 7% | 13% | -4%
EPAC2 antag | -4% | -1% | 2% | -3% | . | 2% | -3% | -11%
PTHR1 agonist | 28% | -16% | -19% | -4% | -17% | -15%[57.5 µM] | i | i
EPAC1 antagonist | 0% | 3% | -6% | -2% | . | 0% | -16% | -6%
EPAC2 agonist | 15% | 2% | -7% | -1% | . | -16% | 2% | -2%

25: Cc1nn(-c2ccc(Cl)cc2)c2sc(C(=O)N3CCN(c4ccccn4)CC3)cc12
26: CC(C)N1CCN(S(=O)(=O)c2ccc3ccccc3c2)CC1
27: O=C(CCCN1C(=O)S/C(=C\C=C\c2ccccc2)C1=O)Nc1ccc(C(=O)O)cc1
28: Cc1c(NC(=O)CN2C(=O)NC3(CCCC3)C2=O)c(=O)n(-c2ccccc2)n1C
29: CCN(CC)S(=O)(=O)c1cccc(-c2nnc(SC(C)C#N)n2Cc2ccccc2)c1 (configuration not stated)
30: O=C(NCCN1CCCC1)C1(S(=O)(=O)c2ccc(Cl)cc2)CC1
31: C=CCNCCOc1ccc(C(C)(C)c2ccccc2)cc1
32: N#Cc1nc(-c2ccco2)oc1NCc1cccnc1
Screen / compound no. | 25 | 26 | 27 | 28 | 29 | 30 | 31 | 32
TDP43 rescue | -2% | 0% | -15% | 2% | -24% | -25% | 10% | -9%
EPAC1 ag | 15% | -6% | -1% | 10% | 3% | 4% | -4% | -5%
aSyn rescue | 1% | 0% | 2% | -9% | 6% | 0% | 0% | 1%
FUS suppressor | 15% | 0% | 24% | 7% | 24% | 20% | -2% | 14%
EPAC2 antag | 1% | -4% | 4% | -2% | 2% | 8% | -3% | 15%
PTHR1 agonist | i | i | -1% | i | -14%[57.5 µM] | i | -16% | -2%[57.5 µM]
EPAC1 antagonist | -5% | -21% | 1% | 12% | 11% | 9% | 6% | 14%
EPAC2 agonist | 2% | 3% | 3% | 1% | 7% | 0% | -3% | 4%

33: CCCCN(C(=O)c1cccc(S(=O)(=O)N2CCN(C)CC2)c1)c1c(N)n(CCCC)c(=O)[nH]c1=O
34: COCCNC(=O)c1oc2ccc3c(c2c1C)C(O)CC(C)(C)O3 (configuration not stated)
35: CC1CN(c2cc(=O)n(Cc3ccc(F)cc3)c(=O)[nH]2)CC(C)O1 (configuration not stated)
36: Cc1cccc(C)c1NC(=O)CN(C)C(=O)COc1cccc2c1OC(C)(C)C2
37: N#Cc1ccc(C(=O)OCC(=O)N2CCOCC2)cc1
38: O=C(Nc1cccc(-c2cccc(Cl)c2)c1)C1CCN(C2CCC2)CC1
39: CCN(CC)CCCNC(=O)c1cn(CC)c2cc(N3CCN(C(=O)c4ccco4)CC3)c(F)cc2c1=O
40: CCC(C(=O)OCC(=O)NCc1ccc2c(c1)OCO2)c1ccccc1 (configuration not stated)
Screen / compound no. | 33 | 34 | 35 | 36 | 37 | 38 | 39 | 40
TDP43 rescue | -14% | 10% | 0% | -8% | 26% | -10% | 7% | ?
EPAC1 ag | -1% | -22% | 3% | -5% | -2% | -11% | -2% | 3%
aSyn rescue | -10% | 6% | 3% | 0% | 3% | -6% | 8% | 1%
FUS suppressor | -14% | -21% | -9% | 6% | -11% | 16% | 9% | 27%
EPAC2 antag | 24% | -13% | 1% | 14% | 0% | 4% | 11% | -22%
PTHR1 agonist | -8% | -21% | i | -18% | i | 11% | -21% | -17%
EPAC1 antagonist | 4% | 5% | 11% | 8% | -1% | -10% | 20% | -1%
EPAC2 agonist | 9% | -7% | 5% | -1% | 6% | 3% | -1% | 7%

41: Nc1nnnn1CC(=O)N/N=C/c1cccs1
42: O=C(Oc1ccc(/C=N/NC(=O)c2ccccn2)cc1)c1cccc(Br)c1
43: Cc1cc(NC(=O)Nc2ccc3c(ccn3C)c2)sn1
44: CC(C)CC1(C(=O)NCc2cc(F)cc(C(F)(F)F)c2)C=CCN1C(=O)c1ccccc1 (configuration not stated)
45: O=C(c1ccc(COc2ccccc2Cl)o1)N1CCOCC1
46: O=C(NCCOC(=O)c1ccc(S(=O)(=O)N2CCOCC2)cc1)c1cccnc1
47: CCn1c(=O)c2c3c(sc2n2c(SCc4ccc(F)cc4)nnc12)CCCC3
48: COc1cc(C=O)ccc1OCCSc1ccc(Cl)cc1
49: CCCC(=O)Nc1ccc(C(=O)NN=C(C2CC2)C2CC2)cc1
Screen / compound no. | 41 | 42 | 43 | 44 | 45 | 46 | 47 | 48 | 49
TDP43 rescue | -1% | 19% | 8% | 7% | ? | -15% | -2% | ? | 2%
EPAC1 ag | 5% | -9% | -8% | -25% | 1% | 0% | 7% | 24% | -1%
aSyn rescue | -4% | -1% | -4%&0% | 0% | 7% | -9% | 3% | 3% | -4%
FUS suppressor | -2% | 14% | 17% | -31% | 4% | 13% | 29% | 27% | .
EPAC2 antag | -1% | 4% | -17% | -16% | 10% | -1% | ? | -8% | -4%
PTHR1 agonist | 0% | i | -60%[inhibitor] | i | i | -12%[57.5 µM] | i | i | 12%
EPAC1 antagonist | 0% | 15% | -15% | -15% | 11% | -13% | -4% | -18% | -21%
EPAC2 agonist | 12% | 1% | 7% | 3% | 7% | 6% | -1% | 19% | -1%
